Compound activity: PubChem BioAssay, several laboratories
TCR-CD3 inh: inhibitors of human TCR-CD3 interaction; AID 651800; hit rate 0.37% among 360,000; inhibition, % at 9.4 µM; TAMRA-labeled TCR probe fluorescence, biochemical; in the data active means inhibition above about 19%;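 further: recombinant mutant TCR 2C K166C tagged with TAMRA read by polarization; 0% = receptor in buffer alone and 100% = receptor with positive control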
mABHD4 FP: ABHD4 (mouse) inhibition, primary FP screen; purified mABHD4, FP-Rh probe fluorescence polarization; inhibition, % at 8.92 µM; hit rate 0.54% among 370,000; AID 720543;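 active means inhibition exceeding the mean over every tested compound plus 3 SD, cut at about 30% in these data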;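 further: 0% = plate median of compound wells and 100% = S159A mutant with DMSO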
Target sequence (Q8VD66 whole entry, looked up): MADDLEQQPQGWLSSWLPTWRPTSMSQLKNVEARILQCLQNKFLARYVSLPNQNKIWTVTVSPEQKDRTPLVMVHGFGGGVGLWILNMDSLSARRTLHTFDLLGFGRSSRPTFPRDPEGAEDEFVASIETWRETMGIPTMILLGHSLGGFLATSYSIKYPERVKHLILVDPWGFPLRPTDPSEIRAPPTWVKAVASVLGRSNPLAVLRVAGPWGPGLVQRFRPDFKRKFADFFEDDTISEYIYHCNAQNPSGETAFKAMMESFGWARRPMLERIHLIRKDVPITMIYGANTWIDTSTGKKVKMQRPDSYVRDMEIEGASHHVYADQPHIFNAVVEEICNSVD
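Assay system: Wild-type mouse ABHD4 protein | Medium: HEPES pH 7.0 buffer, 150 mM NaCl, 0.01% Pluronic F-127 | Incubation: Enzyme–compound pre-incubation 45 min, then probe 60 min, both 25 °C | Technique: Fluorescence polarization with parallel and perpendicular emission, 525/598 nm | Evaluation: % inhibition of FP-Rh probe binding versus controls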
HTRA1 inh: HTRA1 (human) protease inhibition. inhibition, % at 5.96 µM. hit rate 0.5% among 340,000. recombinant HTRA1, FP-rhodamine activity-based probe, fluorescence polarization; in the data active means inhibition above about 36%;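 further: 0% = enzyme with DMSO and 100% = wells lacking enzyme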
Target sequence (Q92743 whole entry, looked up): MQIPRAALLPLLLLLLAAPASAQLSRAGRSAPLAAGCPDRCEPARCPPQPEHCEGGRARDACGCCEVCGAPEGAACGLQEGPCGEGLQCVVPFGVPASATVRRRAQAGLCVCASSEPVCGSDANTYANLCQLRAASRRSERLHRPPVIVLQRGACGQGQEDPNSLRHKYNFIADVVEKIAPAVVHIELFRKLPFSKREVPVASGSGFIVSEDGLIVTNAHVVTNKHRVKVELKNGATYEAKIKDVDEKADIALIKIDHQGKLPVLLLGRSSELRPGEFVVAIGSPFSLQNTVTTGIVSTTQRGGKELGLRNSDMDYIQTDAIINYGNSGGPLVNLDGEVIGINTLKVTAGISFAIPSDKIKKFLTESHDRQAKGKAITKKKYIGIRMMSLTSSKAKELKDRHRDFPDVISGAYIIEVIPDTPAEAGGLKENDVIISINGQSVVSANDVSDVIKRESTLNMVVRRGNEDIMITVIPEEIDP
rCAG binder: binds r(CAG) RNA repeats; r(CAG) RNA repeat, TO-PRO-1 dye displacement fluorescence; hit rate 1.3% among 370,000; AID 651821; inhibition, % at 3 µM;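 active means inhibition above the plate cutoff, the mean of all test compounds on that plate plus 3 SD, cut at about 35% in these data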;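 further: 0% = DMSO alone and 100% = 100 µM mitoxantrone as full dye displacement; higher means more dye released from RNA so lower well fluorescence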
PRMT1 inh: blocks human protein arginine methyltransferase 1 | Q99873 | recombinant PRMT1, activity-based probe fluorescence polarization | inhibition, % at 2.79 µM | hit rate 1.3% among 370,000 | AID 652257;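 active means inhibition above about 21% made by adding two undisclosed values, limit read from the data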
Rev-erbA mod: Rev-erb alpha (human) modulation. Rev-erbα–FITC-DNA binding, fluorescence polarization, 90 min. activity, % at 10 µM. hit rate 0.79% among 370,000;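 active means activity above about 14%, limit read from the data; passing the limit was not always enough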;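 further: 0% = DMSO wells with 35 nM protein and 100% = DMSO wells with 750 nM protein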
SIAE primary: blocks human sialic acid acetylesterase. Q9HAT2. SIAE FP-Rh probe binding, fluorescence polarization. inhibition, % at 9.66 µM. hit rate 0.69% among 370,000. AID 1053197;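 active means inhibition above a cutoff: mean of compounds within the control limits plus 3 SD of those, cut at about 17% in these data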;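 further: 0% = plate median of compound wells and 100% = probe without SIAE protein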
TDP2 absorb: TDP2 (human) inhibition, absorbance primary screen | O95551 | recombinant TDP2, T5PNP hydrolysis, p-nitrophenol absorbance 415 nm | inhibition, % at 12.8 µM | hit rate 0.34% among 370,000;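 active means inhibition above the mean of all tested compounds plus 3 SD, set per campaign, cut at about 25% in these data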;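 further: 0% = DMSO with enzyme and 100% = buffer with substrate but no TDP2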
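Assay system: Recombinant human TDP2 | Quantity: 120 nM TDP2 per well | Incubation: 2 h at 37 °C | Signal: Epi absorbance | Evaluation: Percent inhibition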
LEDGF integ inh: blocks HIV-1 LEDGF/p75-dependent DNA integration | TR-FRET IN-LEDGF/p75 DNA integration, Eu/Cy5 | inhibition, % at 3.7 µM | hit rate 0.64% among 370,000 | AID 743269;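 active means inhibition above the screen-wide mean plus 3 SD, cut at about 13% in these data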;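 further: signal is the Cy5 over europium emission ratio at 671 and 618 nm; 0% = plate median of compound wells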
PG9 binder: small molecules binding HIV-1 gp120 antibody PG9; TR-FRET gp120-PG9 antibody binding; inhibition, % at 6.7 µM; hit rate 0.43% among 360,000; AID 624416; in the data active means inhibition above about 8.5%
The depositor's hits bear a star; . = not tested or not shown; & = joins results of further samples. Some of the compounds tested (hit frequency here may not be typical).

SMILES | TCR-CD3 inh | mABHD4 FP | HTRA1 inh | rCAG binder | PRMT1 inh | Rev-erbA mod | SIAE primary | TDP2 absorb | LEDGF integ inh | PG9 binder
COC(=O)[C@]1(C)N[C@H](CN(C)C(=O)COc2ccccc2)[C@@H]2C(=O)N(C)C(=O)[C@@H]21 | 6 | 11 | 5 | 5 | -1 | -3 | 4 | 3 | -2 | 0.2
CCOc1ccccc1CNC(=O)c1c([N+](=O)[O-])c(C)nn1C | 8 | -1 | -4 | -3 | -3 | 0 | 0 | 7 | 0 | 0.8
CCOc1ccc2c(c1)C(C)=CC(C)(C)N2 | 2 | 14 | 3 | 3 | 13 | -1 | 7 | 26* | 7 | -2.6
O=C(C1CC1)N1CCN(c2ccc([N+](=O)[O-])cc2-n2cccc2)CC1 | -2 | 4 | 0 | -2 | 4 | 6 | 3 | -12 | 2 | -1.5
C=CCSc1nc2ccccc2n2cnnc12 | -5 | 5 | 4 | 2 | 2 | 3 | 6 | 1 | 0 | 0.3
CC(C)(C)C1CCc2onc(C(=O)N3CCOCC3)c2C1 (stereo not given) | 8 | 4 | 2 | -6 | -3 | 1 | 8 | -3 | -3 | -1.2
O=c1ncn(-c2ccccc2C(F)(F)F)c2ncccc12 | 2 | 4 | -3 | -1 | -1 | 2 | -2 | 3 | 3 | -1.7
O=c1ccsc2ccccc12 | 4 | 2 | . | 1 | -4 | 2 | -3 | 5 | 0 | -0.5
O=C(CCCN1C(=O)CSc2ncccc21)N1CCN(c2cccc(C(F)(F)F)c2)CC1 | 5 | 0 | -2 | -6 | 0 | 1 | 0 | -7 | 0 | 0.6
O=C1CC(N2CCN(C3CC(=O)N(CCc4ccccc4)C3=O)CC2)C(=O)N1CCc1ccccc1 (stereo not given) | 8 | 4 | 2 | -8 | 2 | 3 | -2 | -1 | 5 | -1.3
CSc1ccccc1-c1nnc(-c2ccc(Cl)cc2)o1 | 1 | -6 | -4 | 2 | -3 | -2 | 3 | 2 | 0 | 0.6
CC(=O)CC1(OC(C)=O)C(=O)N(C)c2ccccc21 (stereo not given) | 4 | 5 | 1 | 5 | 3 | 1 | 0 | -9 | -6 | -1.0
CCS(=O)(=O)c1ccc2oc(SCC(=O)Nc3ccc(OC)cc3OC)nc2c1 | -4 | 2 | 4 | 4 | 4 | -1 | -1 | 1 | 2 | 1.5
CC1(C)Cc2c(c(-c3ccco3)nc3sc4c(NCCO)ncnc4c23)CO1 | 10 | -16 | -5 | 21 | 19 | 1 | -8 | 5 | 8 | -0.3
COC(=O)CSc1nc(NCC(C)C)nc(N2CCOCC2)n1 | 1 | 0 | -1 | -9 | -3 | 0 | -2 | -9 | 3 | -0.7
Fc1ccc(SCCc2ccncc2)cc1 | -6&0 | -4&-5 | 0&-3 | -5&4 | 1&7 | -5&3 | -5&6 | -23&-8 | 2&0 | -3.1&-0.8
Cc1ccccc1Cn1nc(C)c(NC(=O)/C=C/c2cnn(C)c2)c1C | 6 | -2 | 3 | -3 | 0 | -1 | 6 | 1 | 5 | -3.5
COc1cccc(C=NNC(=O)C(C)SC(C)C(=O)NN=Cc2cccc(OC)c2)c1 (stereo not given) | 4 | 0 | 4 | 4 | 1 | -6 | 6 | 7 | 3 | -1.1
COC(=O)c1sc(S(=O)(=O)N2CCCCC2C)c(C(=O)OC)c1C (stereo not given) | -12 | -8 | 7 | 0 | 5 | -4 | 0 | 9 | -2 | 0.3
O=C(N/N=C/c1coc2ccccc2c1=O)c1ccccc1Br | -3 | -2 | -3 | 7 | 0 | -1 | -3 | 1 | -1 | -1.3
COc1ccc(-c2cn(CCC(=O)O)c(-c3ccc(Cl)nc3)n2)cc1 | 2 | 5 | 4 | 1 | 2 | -2 | -5 | 15 | 0 | 0.9
CCC1(C)C2(C#N)C(N)=NC(OC)(OC)C12C#N (stereo not given) | 3 | 1 | -4 | 1 | -3 | -1 | 2 | 1 | 3 | 0.9
Cc1nsc(N)c1C(=O)O | -4 | -3 | 3 | 5 | -5 | 3 | 4 | -17 | 12 | -2.1
COc1cccc(N2CCN(C(=O)c3cccn4c(=O)c5c(C)c(C)sc5nc34)CC2)c1 | 2 | -2 | -2 | 0 | 0 | 1 | 7 | 11 | 0 | -1.6
O=C(c1cccc(S(=O)(=O)N2CCc3ccccc3C2)c1)N1CCN(c2ccc(O)cc2)CC1 | 2 | 10 | 5 | 11 | 5 | -2 | 4 | -3 | -1 | -0.1
N#Cc1ccc(NC(=O)CSc2cn[nH]n2)cc1 | 6 | -1 | 1 | 3 | 0 | 1 | -5 | -6 | -4 | -0.5
NC(=O)c1nsc(C(=O)N(c2ccccc2F)C(C(=O)NCc2ccc(F)cc2)c2ccc(O)cc2)c1N (stereo not given) | -13 | -29 | -41 | 11 | 2 | 2 | -19 | -13 | -1 | 0.7
O=C(Nc1nc2c(F)cc(F)cc2s1)c1ccc([N+](=O)[O-])o1 | 7 | -2 | -1 | 1 | -4 | -7 | -3 | 6 | 0 | -1.9
Cc1cc(N2CCOCC2)nc2ccccc12 | -2 | 5 | -3 | 2 | -1 | 8 | -7 | 7 | -2 | 0.1
COc1ccccc1CCN1CCCC(CN(C)C(=O)CCC(=O)N(C)C)C1 (stereo not given) | 0 | 0 | 5 | -3 | -2 | 6 | -2 | 5 | 4 | 1.0
COc1cc2c(cc1OC)C(=O)CCC2 | 5 | 0 | 0 | 0 | -4 | 0 | 1 | 2 | 4 | 0.4
O=C(c1ccccc1)N(CCO)Cc1cc2cc3c(cc2[nH]c1=O)OCCO3 | 7 | 2 | -2 | 7 | 0 | 2 | -4 | -2 | -3 | -1.0
CCNC(=S)N1CCN(c2nc(CC)nc3sc4c(c23)CCCC4)CC1 | 2 | -15 | -32 | -8 | 2 | 5 | -1 | 7 | -4 | -2.0
COc1ccc(/C(C)=N/NS(=O)(=O)c2cc(C)ccc2C)c(OC)c1 | 5 | 3 | -10 | 3 | 4 | 4 | 4 | 6 | 0 | -0.9
COc1ccnc(Oc2ccccc2)c1C#N | 0 | 4 | -13 | -2 | -3 | -2 | -10 | -2 | -2 | -1.5
CCOC(=O)C1=C(CN2c3ccccc3CC2C)NC(=O)NC1c1ccccc1 (stereo not given) | -5 | -2 | 8 | -1 | 5 | 3 | -1 | -5 | 5 | 1.4
O=C(COc1ccc(S(=O)(=O)N2CCCC2)cc1)NCCC1=CCCCC1 | 5 | 3 | -4 | -2 | -1 | 3 | 12 | 7 | 0 | -8.0
C=CCNC(=O)c1onc(CSc2cc(C)cc(C)c2)c1C(=O)O | -4 | -4 | -6 | 25 | 2 | -1 | -3 | 0 | -3 | 1.2
CCOc1ccc(N(C(=O)c2ccccc2Cl)C2=NC(C)(C)CS2)cc1 | 8 | 1 | 2 | -10 | -2 | 4 | 2 | 7 | 0 | 0.5
CN(c1ccc(OCC(=O)OCC(=O)Nc2c(F)c(F)c(F)c(F)c2F)cc1)S(=O)(=O)c1ccc(F)cc1 | -1 | 0 | -6 | 7 | -3 | 2 | 4 | 2 | 5 | 1.9
CN(Cc1cn(-c2ccccc2)nc1-c1ccc(F)cc1)C(=O)CCC(=O)O | 6 | 3 | 4 | 6 | 1 | 4 | 3 | -3 | 0 | -0.8
CCOC(=O)c1sc(C)nc1C1CCN(C(=O)OCC)CC1 | 4 | 2 | -1 | -10 | 0 | 10 | 4 | 3 | -1 | -0.5
CCCSC1=N/C(=C\c2ccc([N+](=O)[O-])o2)C(=O)S1 | 9 | 38* | 18 | 40* | 29* | -34 | 15 | 9 | 35* | -4.9
COC(=O)C1=C(C(=O)OC)[C@@H]2Nc3ccccc3[C@@]23C[C@@H](C(=O)OC)N(C(=O)C2CCC2)C3=N1 | -2 | 2 | 0 | 0 | 0 | 7 | 5 | -8 | 2 | 0.4
Cc1ccc(Cl)cc1NC(=O)c1ocnc1C | 3 | -4 | -1 | 2 | 9 | -2 | 3 | -1 | 4 | -5.7

An excerpt from above in order of formula weight, lowest first.
SMILES | TCR-CD3 inh | mABHD4 FP | HTRA1 inh | rCAG binder | PRMT1 inh | Rev-erbA mod | SIAE primary | TDP2 absorb | LEDGF integ inh | PG9 binder
O=c1ccsc2ccccc12 | 4 | 2 | . | 1 | -4 | 2 | -3 | 5 | 0 | -0.5
C=CCSc1nc2ccccc2n2cnnc12 | -5 | 5 | 4 | 2 | 2 | 3 | 6 | 1 | 0 | 0.3
O=C(N/N=C/c1coc2ccccc2c1=O)c1ccccc1Br | -3 | -2 | -3 | 7 | 0 | -1 | -3 | 1 | -1 | -1.3
COC(=O)C1=C(C(=O)OC)[C@@H]2Nc3ccccc3[C@@]23C[C@@H](C(=O)OC)N(C(=O)C2CCC2)C3=N1 | -2 | 2 | 0 | 0 | 0 | 7 | 5 | -8 | 2 | 0.4

Remaining list, next part:
SMILES | TCR-CD3 inh | mABHD4 FP | HTRA1 inh | rCAG binder | PRMT1 inh | Rev-erbA mod | SIAE primary | TDP2 absorb | LEDGF integ inh | PG9 binder
O=C(Nc1nc(-c2cccs2)cs1)c1ccc(Cl)s1 | -1 | -4 | -49 | 9 | 0 | -2 | -25 | -4 | -1 | -1.8
O=C(Nc1ccc(Cl)cc1)C1Cc2c(-c3ccccc3Oc3ccccc3)ccnc2O1 (stereo not given) | 6 | -10 | . | 6 | -2 | 1 | -18 | 5 | 5 | 1.0
Cc1cc(C)nc(N2CCN(C(=O)c3ccc(S(=O)(=O)N4CCCCCC4)cc3)CC2)n1 | -5 | -1 | 4 | -2 | 2 | -4 | 4 | -2 | -6 | 0.5
O=S1(=O)c2ccc(N3CCC[C@H]3CO)cc2O[C@H]2CCN1C2 | . | -1 | . | 5 | 3 | -3 | -3 | 0 | -2 | .
Cc1ccc2nc(-c3ccco3)c(CC(C)(C)C)n2c1 | -3 | 20 | . | 19 | 8 | -3 | 15 | -6 | 10 | -0.3
O=C(/C=C/c1ccc(Br)cc1)NC(=S)Nc1ccc(S(=O)(=O)Nc2nccs2)cc1 | -5 | -2 | -1 | 9 | -2 | -28 | -3 | -2 | -2 | -0.5
O=C(NCc1ccc(C(F)(F)F)cc1)C1CC(c2ccccc2[N+](=O)[O-])=NO1 (stereo not given) | 7 | -2 | -11 | 13 | 4 | -1 | 1 | -13 | -3 | 0.2
Cc1cccc(C2=CC(=O)CC(C)(C)C2=O)c1 | 3 | 0 | . | 2 | -1 | 0 | 3 | 4 | 0 | -2.1
COc1cc2c(cc1C1NC(=S)NC(C)=C1C(=O)N(C)C)CCCC2 (stereo not given) | 2 | 5 | 0 | -7 | -2 | 2 | 3 | -4 | 3 | -1.4
CC(C)C[C@H](NC(C)(C)C(=O)NC1CCCCC1)C(=O)NCC(c1ccccc1)c1ccccc1 | . | -1 | . | . | -3 | -1 | 3 | -3 | -5 | .
O=C(Cn1cnc2c(nnn2Cc2ccccc2)c1=O)c1ccccc1 | 2 | 1 | -2 | 4 | -3 | -7 | -1 | 15 | 3 | -1.5
CC(=O)Nc1cc(-c2nn(C)c(=O)c3ccccc23)ccc1N1CCOCC1 | -10 | 8 | 5 | -5 | 0 | 0 | -4 | -2 | -1 | 0.1
NC(COCc1ccccc1)c1csc(NC(=O)Nc2cccc(Cl)c2)n1 (stereo not given) | -5 | 2 | . | 48* | -2 | -3 | 15 | -1 | 9 | -1.4
